PGC1a acetyl inh: modulators of PGC1a acetylation; inhibition, % at 15.6 µM; U2OS PGC1a acetylation, AlphaScreen anti-acetyl-lysine; with virally co-expressed GCN5 acetyltransferase; AID 651687; 350,000 tested, 0.17% active;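 active = every replicate shows inhibition of at least 40%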;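 note: 0% = neutral control wells and 100% = positive control wells; some results beyond the cut were filed as inactive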
Cneo AK release: Cryptococcus neoformans lysis via adenylate kinase release | C. neoformans lysis, adenylate kinase release luminescence, 4 h; normalised: neutral wells 0, clomiphene wells 100 | lysis activity, % at 15 µM | 360,000 tested, 0.2% active | AID 651654;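 active = mean lysis activity across replicates of at least 80%, whatever share of replicates individually reach that level; inactive = mean lysis activity below 80%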
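Assay system: Cryptococcus neoformans yeast cells / Dosing: single-point compound dose / Timing: 4 h at 37 °C static, read 1 h later / Measured by: luminescence of released adenylate kinase using an AK detection reagent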
miR-122 sensor: inhibitors of miR-122 in Huh7 cells | Huh7 miR-122 Renilla luciferase sensor, 48 h; neutral wells = 0, positive control = 100 | activation (reporter increase), % at 12.5 µM | 340,000 tested, 0.3% active | AID 602342;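 active = mean replicate activation score at least 90 and every replicate individually at or above 90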;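 note: higher luciferase means less miR-122 activity so hits act as miR-122 inhibitors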
RAD54 branch: blocks human RAD54 Holliday junction branch migration. inhibition, % at 10.4 µM. Q92698. FAM/BHQ fluorescence. 360,000 tested, 0.14% active;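 active = mean normalized replicate activity at least 40 and at least half of replicates scoring 40 or more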;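 note: 0% = median of neutral control wells and 100% = median of positive control wells; inhibitors cause a drop in the FAM fluorescence signal; in these data hits start at about 50%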
ERAP1 HTS inh: blocks human ERAP1 aminopeptidase activity. Q9NZ08. AID 652197. 340,000 tested, 0.15% active. inhibition, % at 10.7 µM. recombinant ERAP1, Leu-AMC fluorescence, 60 min;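 active = mean replicate inhibition of at least 30%, or all replicates individually reaching that 30% level; inactive = mean below 30% and not every replicate reaching it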;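 note: 0% = neutral control wells and 100% = L-leucinethiol positive control wells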
Target sequence (Q9NZ08 whole entry, looked up): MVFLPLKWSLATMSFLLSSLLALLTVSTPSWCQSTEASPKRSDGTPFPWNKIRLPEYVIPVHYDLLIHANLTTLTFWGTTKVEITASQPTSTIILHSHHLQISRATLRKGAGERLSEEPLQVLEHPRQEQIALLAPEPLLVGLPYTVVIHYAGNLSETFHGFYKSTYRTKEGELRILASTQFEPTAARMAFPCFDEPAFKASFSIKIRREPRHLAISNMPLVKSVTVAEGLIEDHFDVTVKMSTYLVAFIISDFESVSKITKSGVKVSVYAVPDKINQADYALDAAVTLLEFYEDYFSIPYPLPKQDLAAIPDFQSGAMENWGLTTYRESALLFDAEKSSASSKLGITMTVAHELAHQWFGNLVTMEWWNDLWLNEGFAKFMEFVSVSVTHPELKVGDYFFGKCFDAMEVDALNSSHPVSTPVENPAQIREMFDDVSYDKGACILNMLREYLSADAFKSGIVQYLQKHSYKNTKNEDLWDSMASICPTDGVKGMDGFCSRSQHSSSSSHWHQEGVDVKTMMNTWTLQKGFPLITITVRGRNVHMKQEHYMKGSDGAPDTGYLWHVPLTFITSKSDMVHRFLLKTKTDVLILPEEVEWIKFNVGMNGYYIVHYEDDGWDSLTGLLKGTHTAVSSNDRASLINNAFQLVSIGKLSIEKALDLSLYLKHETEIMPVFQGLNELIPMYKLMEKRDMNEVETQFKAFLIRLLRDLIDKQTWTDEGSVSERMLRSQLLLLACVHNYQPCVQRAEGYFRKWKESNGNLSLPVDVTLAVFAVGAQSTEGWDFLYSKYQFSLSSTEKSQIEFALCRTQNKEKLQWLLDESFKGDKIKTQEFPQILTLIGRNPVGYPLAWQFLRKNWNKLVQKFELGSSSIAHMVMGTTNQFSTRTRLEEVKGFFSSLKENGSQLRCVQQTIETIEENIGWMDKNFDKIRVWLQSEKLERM
RAD52 inh: inhibitors of human RAD52 DNA annealing | AID 651710 | inhibition, % at 18.7 µM | recombinant RAD52 DNA annealing, FRET fluorescence | P43351 | 360,000 tested, 0.46% active;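 active = every replicate showing at least 50% inhibition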
PglD inh: PglD (C. jejuni) enzyme inhibition. inhibition, % at 12.5 µM. purified PglD enzyme, DTNB colorimetric CoA detection. AID 602405. 360,000 tested, 0.098% active; in the data active = inhibition above about 16%, passing the limit was not always enough; note: strong numbers were not always called active
E-sel inducer: induces E-selectin expression in human endothelial cells | 260,000 tested, 0.37% active | HUVEC E-selectin immunofluorescence imaging; normalized: neutral wells 0, TNF-alpha wells 100 | AID 686992 | activation, % at 7.58 µM | P16581;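 active = mean E-selectin-positive cell signal at least 10% of the positive control, reached in at least 60% of replicates, without over 20% cell loss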;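 note: in these data hits start at about 27%; measured in HUVEC primary endothelial cells; signal is the percent of cells scored E-selectin positive by PE staining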
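Assay system: HUVEC, human umbilical vein endothelial cells / Amount: 3,000 HUVEC/well / Controls: TNF-alpha positive control, DMSO neutral control / Compound dosing: single concentration / Medium: EGM-2 over gelatin coat / Evaluation: percent E-selectin-positive cells / Signal: immunofluorescence imaging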
Active calls of the source: *; . = not tested or not shown; & = joins results of further samples; [ ] = another dose, or the depositor's remark.

Every second line gives: PGC1a acetyl inh, Cneo AK release, miR-122 sensor, RAD54 branch, ERAP1 HTS inh, RAD52 inh, PglD inh, E-sel inducer
O=C(CNC(=O)C12CC3CC(CC(C3)C1)C2)N1CCCC(C(F)(F)F)C1 (configuration not stated)
    ., 0, 0, -5, -10, -1, -1, -0.1
COc1ccccc1S(=O)(=O)N1CC[C@H]2[C@H](CO)Nc3ccc(-c4ccc(C#N)cc4)cc3[C@H]21
    -6, -17, 2[16.7 µM], 7, -1, 0, -8, 0.2
O=C(CN1C(=O)/C(=C/c2ccccc2F)Sc2ccccc21)N1CCN(c2ccccn2)CC1
    -7, ., -4, ., 8, -13, ., .
C=CCn1c(=O)c(C(=O)NC(C)c2ccccc2)c(O)c2ccccc21 (configuration not stated)
    ., -1, ., 1, -2, -8, 1, .
COc1ccc(S(=O)(=O)Cc2ccc(C(=O)NC(C)C)o2)cc1
    5, 7, -4, -5, -1, 9, 1, 0.0
CCOC(=O)c1c(C)[nH]c(C)c1S(=O)(=O)N(C)Cc1ccco1
    -11, 7, -1, -6, -1, 1, -3, .
O=C(NNC(=S)NCC1CCCO1)c1cccc(S(=O)(=O)N2CCOCC2)c1 (configuration not stated)
    4, 0, -7, -2, 2, -4, ., -3.0
CO[C@@H]1CN(C)C(=O)c2cc(NC(C)=O)ccc2OC[C@H](C)N(Cc2cncnc2)C[C@@H]1C
    -7, 2, 5[16.7 µM], 0, -2, -8, 2, 0.3
CCOC(=O)c1oc2ccccc2c1CN1CCN(C)CC1
    -3, 1, -5, -1, ., ., 9, .
O=C(Nc1ccc(Cl)cc1)c1cncs1
    5, 7, 9, -4, 0, -9, -4, 0.3
O=C(CC1CC1)N[C@H]1CC[C@H](CCNS(=O)(=O)c2ccc(F)cc2)O[C@H]1CO
    2, 6, ., 4, -3, -6, -3, -0.3
CC(=O)Nc1cccc(C(=O)OCC(=O)Nc2c(C)nn(-c3ccccc3)c2C)c1
    ., 0, -3, 12, 24, -6, 0, 2.5
Cc1ccccc1-c1ccc2c(c1)O[C@@H](CN(C)C(=O)c1ccccn1)[C@@H](C)CN([C@H](C)CO)S2(=O)=O
    -8, 3, 2[16.7 µM], 11, 1, 8, -1, -0.2
Cc1ccc(C(=O)NCCCNCCCNC(=O)c2ccc(C)nc2)cn1
    14, -6, 1, -21, ., ., 9, .
COc1ccc(OC)c(-c2[nH]nc3c2C(c2ccco2)C(C#N)=C(N)O3)c1 (configuration not stated)
    -9, -1, -3, -9, ., ., 2, .
CC1=CCC2C(=O)N(c3ccc(C(=O)Nc4ccccc4Cl)cc3)C(=O)C2C1 (configuration not stated)
    -5, -4, 6, 3, 2, -9, -1, -0.2
C=CCn1cc(C(=O)NCCOC)c(=O)c2cc(S(=O)(=O)N3CCCCCC3)ccc21
    10, 1, 11, 16, -2, -10, 0, .
O=C(c1ccnc(Cl)c1)N1CCCC(N2CCN(c3ccccc3F)CC2)C1 (configuration not stated)
    -3, 4, -8, 13, 0, -22, 8, .
COc1ccc(C2=NO[C@@H]3C(=O)N(c4c(C)cccc4C)C(=O)[C@H]23)cc1OC
    6, -4, -5, 7, ., ., 4, .
Cc1noc(C)c1S(=O)(=O)Nc1cccc2c1O[C@H](CN(C)Cc1ccc3c(c1)OCO3)[C@H](C)CN([C@H](C)CO)C2=O
    -2, 46, -6[16.7 µM], -5, 0, -22, -1, -5.0
Cn1ccnc1SCC(=O)c1ccc(F)cc1
    -1, 1, 0, 0, ., -24, 4, 1.3
CC(C)(C)c1ccc(C(=O)N2CCN(CCNC(=O)C(=O)NCc3ccccc3)CC2)cc1
    21, -4, 0, 2, 0, -5, -2, -0.1
COc1ccc([C@H]2[C@@H](C#N)[C@H](C#N)N3CCCN23)cc1
    14, 0, 4, -9, ., ., 3, .
O=C(C[C@H]1C=C[C@H](NC(=O)Nc2cccc(F)c2)[C@H](CO)O1)NCC1CC1
    8, -2, ., 4, -2, -2, 0, -0.5
COc1nccc(-c2ccc(F)cc2)c1C#N
    -1, -1, 1, -4, -2, -1, -3, .
Cc1ccc(S(=O)(=O)CCC(=O)OCC(=O)c2ccc(F)cc2)cc1
    6, -4, -6, -4, -1, -25, 2, -0.7
CN1C[C@@H]2[C@@H]3C(=O)N(C)C(=O)[C@@H]3[C@](C)(C1=O)N2C(=O)c1ccc(C(F)(F)F)cc1
    ., 3, -3, -3, -2, -9, 4, 0.0
CCOc1ccc(Cl)cc1-c1cc(C(=O)NCc2cccc(C(F)(F)F)c2)[nH]n1
    9, 0, -2, -2, -11, -12, 7, -0.1
Cc1ccc(SC(C)C(=O)Nc2cccnc2)cc1 (configuration not stated)
    4, -2, -7, -7, ., ., 6, .
C[C@H](CO)N1C[C@H](C)[C@H](CN(C)S(=O)(=O)CC(F)(F)F)OCc2ccccc2-c2ccccc2C1=O
    6, -2, ., 0, -1, -12, -1, 3.2

Later entries:
Every second line gives: PGC1a acetyl inh, Cneo AK release, miR-122 sensor, RAD54 branch, ERAP1 HTS inh, RAD52 inh, PglD inh, E-sel inducer
O=C(C[C@@H]1CC[C@@H]2[C@H](COC[C@H](O)CN2C(=O)Nc2cccc(Cl)c2)O1)NCC1CCCCC1
    -5, -6, -4[16.7 µM], 5, -1, 1, 0, 0.2
CCS(=O)(=O)N1CCN(S(=O)(=O)c2ccc3c(c2)OCCO3)CC1
    ., 1, -10, 3, 0, -14, -2, 0.0
Cc1ccc(/C=C2\SC(=S)N(C(Cc3ccccc3)C(=O)O)C2=O)cc1 (configuration not stated)
    -2, 0, -4, 10, ., ., -1, .
COc1cccc(-c2ccc3c(c2)[C@H]2[C@H](CCN2C(=O)Cc2ccncc2)[C@H](CO)N3)c1
    -18, -4, 7[16.7 µM], ., 0, -31, 1, 0.3
Cc1ccc(C(=O)C(OC(=O)CCC(=O)Nc2cccc(C)c2)c2ccccc2)cc1 (configuration not stated)
    -8, 1, -5, -1, ., ., 2, .
COc1ccc(CNc2oc(-c3ccccc3)nc2C#N)cc1
    5, 1, 3, -10, ., -9, 3, 0.0
COc1ccc(-n2c(SCC(=O)Nc3sc4c(c3C#N)CCCC4)nnc2-c2ccccc2OC)cc1
    -1, -11, 15, 2, ., ., 4, .
CC(/C=N/NC(=O)c1cccc([N+](=O)[O-])c1)=C\c1ccccc1
    -1, 1, -3, -3, ., ., -5, .
CCCn1c(CCNc2nc(-c3ccc(Cl)c([N+](=O)[O-])c3)cs2)nc2cc(Cl)c(Cl)cc21
    -8, 0, 2, -1, 0, -5, 6, 0.1
C[C@H](CO)N1C[C@H](C)[C@@H](CN(C)C(=O)NC2CCCCC2)Oc2ccc(NC(=O)c3ccncc3)cc2C1=O
    6&-2, -3&-1, 4[16.7 µM], 1&0, -1, -4, -2&2, 0.2
CC(=O)NC1(c2ccccc2)CCN(Cc2nnnn2C(C)(C)C)CC1
    4, 1, -4, -6, ., ., 2, .
COc1ccc2oc(-c3ccccc3)cc(=O)c2c1
    -3, -6, 10, 6, 3, -9, 7, .
COc1ccc(-c2nnnn2C)cc1S(=O)(=O)NCc1ccccc1
    0, 4, 15, -4, -4, -7, -3, .
C[C@H](CO)N1C[C@H](C)[C@H](CN(C)Cc2ccc3c(c2)OCO3)Oc2ccc(NC(=O)Nc3ccccc3)cc2CC1=O
    -1, -2, -11[16.7 µM], 0, -1, 23, 3, 1.3
C[C@@H]1CN([C@H](C)CO)C(=O)c2cc(NC(=O)CCCN(C)C)ccc2O[C@H]1CN(C)S(=O)(=O)c1ccc(F)cc1
    2, 0, -4[16.7 µM], 2, -1, -20, 2, 0.0
COc1cc2[nH]c(=O)n(CCC(=O)NC3CCCC3)c(=O)c2cc1OC
    -8, 1, -3, -2, ., ., -1, .
COC(=O)c1ccc(CN2CCCC(CCC(=O)NCc3ccc(C)o3)C2)cc1 (configuration not stated)
    10, 0, 1, 5, 0, -29, 4, 0.2
COc1cccc(/C=C/C(=O)c2ccc3c(c2)OCCO3)c1OC
    19, -7, 10, 8, 2, -6, 6, .
COc1ccc(NC(=O)CC2CC3CCC2C3)cn1 (configuration not stated)
    6, 0, ., 0, -1, -13, 4, -1.2
CS(=O)(=O)c1ccc2nc(NC(=O)CCC(=O)c3cccs3)sc2c1
    10, 0, 0, -5, ., ., 2, .
Cc1c(C(=O)O)sc(S(=O)(=O)N2CCN(C(=O)CC(C)c3ccccc3)CC2)c1C(=O)O (configuration not stated)
    16, 2, -5, 4, -1, -2, -3, 3.2
Cc1c(Cc2ccccc2)c(=O)oc2c(CN(C)C)c(O)c(Cl)cc12
    -12, 2, -7, 7, ., ., -1, .
COc1ccccc1NC(=O)COc1cc(C)nc(C(C)C)n1
    6, 0, 4, -11, 1, -4, 2, .
C[C@H]1CN([C@@H](C)CO)S(=O)(=O)c2ccc(C#CCN(C)C)cc2O[C@@H]1CN(C)C(=O)C1CCCCC1
    -6, -3, 8[16.7 µM], 1, 0, -4, -1, -0.1
O=C(C[C@H]1CC[C@@H](NC(=O)Nc2ccc3c(c2)OCO3)[C@H](CO)O1)NCc1ccc(F)cc1
    -7, 3, ., 3, -3, -8, 0, 0.4
COC(=O)C[C@H]1C[C@@H]2c3cc(NC(=O)NC4CCCC4)ccc3O[C@@H]2[C@@H](CO)O1
    -1, 0&6, -7, -8&3, -7&-5, 6&-1, 3&0, 0.9
CC(NC(=O)c1cccs1)C1CCCO1 (configuration not stated)
    ., 4, ., 5, 1, 0, 0, .
N#CCC(=O)N/N=C/c1cccc(Oc2ccccc2)c1
    -8, ., -5, ., -3, -72, ., -1.1
O=C(O)CCC(=O)N1CCN(c2ncccc2C(F)(F)F)CC1
    -2, -4, ., 0, 1, -1, 5, 0.0
Cc1noc(C)c1S(=O)(=O)Nc1ccc2c(c1)C(=O)N([C@H](C)CO)C[C@H](C)[C@H](CN(C)C(=O)c1ccccc1)OCCCC[C@H](C)O2
    19, -11, 0[16.7 µM], 10, 3, 2, -3, -0.2

Full records from above. Values in the order: PGC1a acetyl inh	Cneo AK release	miR-122 sensor	RAD54 branch	ERAP1 HTS inh	RAD52 inh	PglD inh	E-sel inducer
Results for CC(NC(=O)c1cccs1)C1CCCO1 (configuration not stated) : .	4	.	5	1	0	0	.
Results for CCCn1c(CCNc2nc(-c3ccc(Cl)c([N+](=O)[O-])c3)cs2)nc2cc(Cl)c(Cl)cc21 : -8	0	2	-1	0	-5	6	0.1

Other results.
Every second line gives: PGC1a acetyl inh, Cneo AK release, miR-122 sensor, RAD54 branch, ERAP1 HTS inh, RAD52 inh, PglD inh, E-sel inducer
Cc1ccc(NC(=O)N2CCCC2C(=O)NCC2CCCCC2)cc1 (configuration not stated)
    ., 2, -4, 0, 3, -13, 0, -0.1
O=C(NCc1ccccc1)[C@H]1[C@H](CO)[C@H]2Cn3c(ccc(/C=C/c4ccccc4)c3=O)[C@@H]1N2CC1CC1
    -3, ., ., ., -1, 12, ., 0.3
Cc1nnc(SCC(=O)N(C)c2c(N)n(Cc3ccccc3)c(=O)[nH]c2=O)n1Cc1ccccc1
    ., -3, 1, 1, 3, -9, -3, -0.4
C[C@@H]1CN([C@@H](C)CO)C(=O)c2cccc(NS(=O)(=O)c3cn(C)cn3)c2O[C@@H]1CN(C)S(=O)(=O)c1ccc(F)cc1
    5, 0, -2[16.7 µM], -8, 0, 3, 11, 0.0
COc1ccc(CN(C)C[C@H]2Oc3c(NC(=O)NC4CCCCC4)cccc3C(=O)N([C@H](C)CO)C[C@H]2C)cc1
    3, 0, 5[16.7 µM], -2, -14, 15, 0, -9.3
NC(=O)C1=C[C@@H](c2ccc(Br)cc2)C[C@@H](OCCCCO)O1
    7, -2, -4, 4, 1, -23, -2, -0.1
CN(C(=O)CSc1nc(N)cc(N)n1)C1CCS(=O)(=O)C1 (configuration not stated)
    4, 0, 0, 1, -2, -17, -1, 0.9
CCC(=O)N(C)C[C@@H]1Oc2ncc(C#CCc3ccccc3)cc2C(=O)N([C@H](C)CO)C[C@H]1C
    -7, 2, 4[16.7 µM], -3, 0, -1, 0, 0.5

Source: PubChem
